TDP1 cell noCPT = qHTS for Inhibitors of human tyrosyl-DNA phosphodiesterase 1 (TDP1): qHTS in cells in absence of CPT. DT40 Tdp1-/- hTDP1 cells, no CPT, ATP luminescence, 48 h. Potency, µM (doses to about 46.2 µM), for inactives: at the highest dose activity change, negative = growth inhibition, hits mostly inhibitors. 420,000 compounds, 15% hits. AID 686978, 2013; note: nearly all actives have a fitted effect of over 55% in size
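Seeded 400 DT40-hTDP1 cells/well (vehicle DMSO, no 20 nM CPT); pinned compounds; ≥48 hr at 37 °C; CellTiter-Glo luminescence as viability measure.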
DT40 TDP1 CPT = DT40-hTDP1 cell growth loss with CPT; chicken DT40 Tdp1-/-;hTDP1 cells + 20 nM CPT, ATP luminescence, 48 h; Potency, µM (doses to about 46.2 µM), without a hit: at the top dose activity change, negative = growth inhibition, usual class: inhibitors; 420,000 compounds, 12% hits; note: nearly all actives have a fitted effect of over 55% in size
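Cell growth measured by CellTiter-Glo luminescence after a minimum 48 h, 37 C compound exposure with 20 nM CPT in Tdp1-knockout DT40 cells stably expressing hTDP1, seeded 400/well; qHTS titration format.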
TDP1 inh = TDP1 (human) enzyme inhibition | 350,000 compounds, 0.28% hits | Q9NUW8 | recombinant TDP1, AlphaScreen DNA substrate cleavage | Potency, µM (doses to about 130 µM), inactives show top-dose activity change, negative = inhibition, hits mostly inhibitors; note: nearly all actives have a fitted effect of over 40% in size
Target sequence (Q9NUW8 whole entry, looked up): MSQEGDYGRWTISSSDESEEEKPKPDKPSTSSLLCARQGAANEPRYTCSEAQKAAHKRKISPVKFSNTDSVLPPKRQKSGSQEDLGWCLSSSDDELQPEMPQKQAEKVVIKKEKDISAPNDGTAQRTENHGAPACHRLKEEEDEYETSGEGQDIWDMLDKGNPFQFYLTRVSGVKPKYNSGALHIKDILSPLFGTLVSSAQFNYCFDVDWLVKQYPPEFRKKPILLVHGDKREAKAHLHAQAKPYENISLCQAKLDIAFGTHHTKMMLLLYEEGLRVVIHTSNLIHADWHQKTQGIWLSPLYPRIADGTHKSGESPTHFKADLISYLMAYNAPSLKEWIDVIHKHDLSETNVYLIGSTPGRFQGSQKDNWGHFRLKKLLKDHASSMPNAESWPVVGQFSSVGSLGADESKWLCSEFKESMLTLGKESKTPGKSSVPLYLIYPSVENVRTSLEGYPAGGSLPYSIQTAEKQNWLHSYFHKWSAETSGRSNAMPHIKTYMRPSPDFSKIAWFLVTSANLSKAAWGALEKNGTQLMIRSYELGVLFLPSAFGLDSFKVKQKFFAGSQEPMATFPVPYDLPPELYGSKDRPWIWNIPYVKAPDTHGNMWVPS
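Here, a 5' biotin and 3' phosphotyrosine-FITC DNA oligonucleotide reports Tdp1 activity: intact substrate bridges AlphaScreen beads, while cleavage leaves a 3' phosphate and drops signal. All incubations at room temperature.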
Active calls of the source: *; u = inconclusive; x = no result given; & = joins results of further samples; [ ] = another dose, or the depositor's remark. Calls come from the whole dose curve; as a rule, active = well fitted curve in the direction sought with a large enough effect; inconclusive = small, poorly fitted or top-dose-only effect, or another doubt; inactive = no such curve, though single readings can be large; an effect the other way counts as inactive or inconclusive. % is set by controls: 0 for no effect and ±100 for the full control effect; potency is the fitted concentration of half-maximal effect.

SMILES | TDP1 cell noCPT | DT40 TDP1 CPT | TDP1 inh
Cc1nc2ncnn2c(C)c1CCC(=O)N1CCc2ccccc2C1 | -5% | 0% | 1%
Cn1c(N)c(C(=O)COC(=O)C2=NNC(=O)CC2)c(=O)n(C)c1=O | -9% | -9% | -3%
Cc1[nH]c2ccccc2c1SCc1ccccc1 | u | u | 2%
O=C(NCCSc1ccccn1)c1ccc(Cl)cc1 | -5% | 1% | 0%
O=C(CN1C(=O)c2ccccc2C1=O)N(CCO)Cc1ccccc1 | 14% | -4% | x
CC(C)Oc1ccc(CC(=O)NNC(=S)Nc2ccccc2)cc1 | u | u | x
COc1ccc2sc(NC(=O)NC(=O)c3c(Cl)cccc3Cl)nc2c1 | u | -22% | 5%
CCCc1cc(=O)[nH]c(SCC(=O)Nc2ccc(N3CCCCC3)cc2)n1 | u | -4% | 5%
Cc1ccc(S(=O)(=O)Nc2c(O)c3ccccc3oc2=O)cc1 | -22% | -4% | 4%
Cc1cc(CC(C)C)n(-c2nc3ccccc3c(=O)n2OCC(=O)N(C)C)n1 | -19% | -14% | -1%
O=C(NCc1ccco1)c1sc2ccccc2c1Cl | u | u | 3%
COC(=O)C1=C(C)NC(C)=C(C(=O)OC)C1c1ccc(OC(=O)c2ccco2)cc1 | -14% | 20% | 3%
COC(=O)C1=C(C)N(CCCC(=O)O)C(=O)NC1c1ccccc1OS(=O)(=O)c1ccccc1[N+](=O)[O-] (stereo not given) | 1% | -9% | x
COc1ccccc1NC(=O)CCNS(=O)(=O)c1ccc2c(c1)CCN2C(C)=O | 21% | -4% | 1%
C=CCOc1ccc(/C=C2\SC(=S)N(CCC(=O)O)C2=O)cc1 | -18% | u | x
CNC(=O)Cn1nc(-c2ccc(Cl)cc2)c2ccccc2c1=O | 18%&8% | 22%&-3% | x
CS(=O)(=O)O/N=C1\CCCCC1c1ccc([N+](=O)[O-])cc1[N+](=O)[O-] (stereo not given) | u | -22% | x
COCOCCn1cc(CN2CCS(=O)(=O)N(Cc3ccc(-c4ccc(OC)c(OC)c4)cc3)C(CC(C)C)C2=O)nn1 (stereo not given) | 18µM* | 21µM* | x
CC1(C(=O)Nc2ccc3c(c2)OCCO3)CCN1C(=O)Cc1ccc(-c2ccccc2)cc1 (stereo not given) | u | u | x
CC(C)(C)C(=O)Nc1cc(S(=O)(=O)N2CCCCC2)ccc1N1CCCCC1 | 23µM* | 16µM* | 3%

Single records, as listed above.
CS(=O)(=O)O/N=C1\CCCCC1c1ccc([N+](=O)[O-])cc1[N+](=O)[O-] (stereo not given) is listed as TDP1 cell noCPT: u; DT40 TDP1 CPT: -22%; TDP1 inh: x
Cc1cc(CC(C)C)n(-c2nc3ccccc3c(=O)n2OCC(=O)N(C)C)n1 is listed as TDP1 cell noCPT: -19%; DT40 TDP1 CPT: -14%; TDP1 inh: -1%

Later entries
SMILES | TDP1 cell noCPT | DT40 TDP1 CPT | TDP1 inh
Cc1ccc(C(=O)C(NC(=O)c2ccco2)N2CCOCC2)cc1 (stereo not given) | -11% | 1% | -2%
COc1ccc(CCNC(=O)CSc2nncn2N)cc1OC | -9% | -20% | 1%
CC(C)(C)C1CCc2c(sc(NC(=O)C3CCCO3)c2C(N)=O)C1 (stereo not given) | 18µM* | u | 2%
Cc1cccc(C(=O)Nc2ccc(C(=O)N3CCCCC3C)cc2)c1 (stereo not given) | -29% | -17% | 4%
Cc1ccc(C)c(NC(=O)CN(C)C(=O)Cc2coc3cc(C)c(C)cc23)c1 | u | -14% | -7%
O=C(NCCNc1ccc([N+](=O)[O-])cc1)c1ccco1 | -24% | -10% | x
COc1ccc2[nH]c(=O)c(CN(CC3CCCO3)S(=O)(=O)c3ccccc3)cc2c1 (stereo not given) | u | u | x
O=[N+]([O-])c1ccc(S(=O)(=O)N(CC(O)CN2CCCCC2)c2ccccc2)cc1 (stereo not given) | -18% | -18% | x
CCN(CC)CC#CCC(C)(c1ccccc1)c1ccccc1 | 16µM* | u | 6%
COCCn1nnnc1CN1CCC(NC(=O)Nc2cccc(OC)c2)CC1 | -7% | 0% | 2%
CCCCN(Cc1ccccc1)S(=O)(=O)c1ccc2c(c1)n(C)c(=O)c(=O)n2C | -15% | u | x
O=C(c1cc(C2CCCCN2S(=O)(=O)c2ccc(F)cc2F)on1)N1CCOCC1 (stereo not given) | -17% | -1% | x
COCCc1ncc(CN2CCC(C(=O)Nc3ccc(-n4cccn4)cc3)CC2)cn1 | 6% | -9% | 5%
COc1ccc(-n2c(C)nc3cc(C(=O)NC4CCCCCC4)ccc32)cc1 | u | u | 1%
CC1(C)Cc2ccccc2C(NNC(=O)c2cccnc2)=N1 | -17% | -3% | 4%
O=C(NC(CO)c1ccccc1)c1ccco1 (stereo not given) | -8% | -4% | 1%
Cc1ccc(C)c(NC(=O)CN(C)C(=O)c2ccc(-c3cccc(C(F)(F)F)c3)o2)c1 | 15µM* | u | 2%
CSCC[C@H](NC(=O)OC(C)(C)C)c1nnc(SCC=C(C)C)o1 | -13% | -26% | 7%
COc1ccc(C(CNC(=O)COc2ccccc2)N2CCOCC2)cc1 (stereo not given) | 3% | 7% | 0%
COc1cccc(CN2CCNC(=O)C2CC(=O)NC2CCCCC2)c1OC (stereo not given) | 12% | -4% | 2%
CCN(c1ccccc1)S(=O)(=O)c1cc(C(=O)OCC(=O)c2c(N)n(C)c(=O)n(C)c2=O)ccc1C | 23µM* | 9.2µM* | x
Cc1ccc(NC(=O)C(OC(=O)c2ccc(C=O)cc2)c2ccccc2)cc1Cl (stereo not given) | u | u | -3%
COc1cc(/C=C2/NC(=O)N(Cc3ccccc3F)C2=O)ccc1Oc1ccc([N+](=O)[O-])cn1 | u | u | 2%
CC1CCCCC12NC(=O)N(Cc1cc(=O)n3ccsc3n1)C2=O (stereo not given) | -8% | 0% | -1%
CC(C)COc1ccc(C(=O)OC2CC(C)(C)OCC2CN(C)C)cc1 (stereo not given) | u | u | -2%
COc1cccc(NC(=O)CSc2nnc(CNC(=O)c3ccccc3F)o2)c1 | 1% | -1% | 5%
CC(=O)N1CCOc2ccc(S(=O)(=O)NCc3ccc(C)cc3)cc21 | -19% | u | 1%
COc1ccc(C(C)NC(=O)c2ccoc2C)cc1OC (stereo not given) | -6% | -16% | 8%
O=c1c2c3c(sc2nc2n1CCCS2)CCCC3 | -21% | 0% | 7%
Cc1cc(C(=O)NNC(=O)c2ccc(Cl)c(S(N)(=O)=O)c2)c(C)o1 | 6% | -6% | 0%
CCN(CC)CCN(CC)c1ccc(/C=C/c2ccnc3ccccc23)cc1 | 4.5µM* | -91% | x
CCCc1nn(-c2cc(Cl)ccc2OC)c2c1C(=O)CCC2 | u | u | 4%
Cc1ccccc1NC(=O)c1c(C)cc(=O)oc1C | -2% | -1% | 5%
Cc1oc(-c2cccc(Cl)c2)nc1CN1CCC(C(=O)NCc2ccc(F)cc2)CC1 | 15µM* | u | 0%
Cc1ccc(S(=O)(=O)N2CCN(CCc3ccccc3)CC2)c(C)c1 | u | -4% | x
CC(NC(=O)CN(Cc1ccccc1)S(=O)(=O)c1ccccc1)c1cccnc1 (stereo not given) | -41% | -11% | 0%[56.1 µM]
CC1(C(=O)Nc2ccc3ccccc3c2)CC1(Br)Br (stereo not given) | 7% | 12% | -6%
Cc1noc(NS(=O)(=O)c2ccc(NC(=O)Cc3ccc([N+](=O)[O-])cc3)cc2)c1C | 4% | -14% | 5%
CC(C)(C)c1ccccc1OCCCCN1CCCC1 | u | u | 5%
COc1ccccc1NCC(=O)c1ccc(C)c(C)c1 | u | -15% | x
COc1ccc(NC(=O)C2CCCN(S(=O)(=O)c3cn(C)cn3)C2)cc1Cl (stereo not given) | -25% | -28% | 1%
CCN(C(=O)COC(=O)Cn1c(C)csc1=O)c1c(N)n(Cc2ccccc2)c(=O)[nH]c1=O | -12% | -15% | x
O=C(Nc1cccc2c1CCCC2)c1ccc(Br)o1 | u | -17% | 5%
CSC1=NC2(CCN(C(=O)NC3CCCCC3)CC2)N=C1c1ccc(C(C)(C)C)cc1 | -6% | -16% | 1%
CCOC(=O)CSC1=C(C#N)C(c2sccc2C)CC(=O)N1 (stereo not given) | 3.5µM* | 3.5µM* | -1%
CC(C)(C)NC(=O)NC(=O)COC(=O)C1(C)CC1(Cl)Cl (stereo not given) | -6% | -4% | 0%
CCOC(=O)C1=CCN(S(=O)(=O)c2ccc(C)cc2)C1c1ccc(C(C)C)cc1 (stereo not given) | 18µM* | 18µM* | x
COc1ccc(OC)c(NC(=O)c2cc3c(=O)oc4ccccc4c3s2)c1 | -6% | -3% | 3%
COc1ccccc1NC(=O)CSc1nc(N)cc(N)n1 | u | -29% | -7%
CCC1(C2=CCCCC2)C(=O)NC(=S)N=C1N (stereo not given) | -10% | 0% | x
C/C=C/c1cnc2c(c1)C(=O)N([C@@H](C)CO)C[C@H](C)[C@@H](CN(C)S(=O)(=O)c1ccc(C)cc1)O2 | 23µM* | 23µM* | x
CC(C(=O)Nc1ccccn1)(c1ccccc1)c1ccccc1 | 1% | -24% | -1%
Cc1ccc(NNC(=O)c2cccs2)cc1Cl | u | -24% | 6%
O=C(N/N=C\c1cn(-c2ccccc2)nc1-c1ccccc1)c1ccc(Br)o1 | u | u | 3%
O=C1CN(C(=O)CN2CCN(S(=O)(=O)c3ccccc3F)CC2)c2ccccc2N1 | u | -13% | x
COC(=O)c1ccc([C@H]2Nc3ccc(S(=O)(=O)Nc4ccc(F)cc4)cc3[C@H]3C=CC[C@H]32)cc1 | 3.3µM* | 3.7µM* | x
COc1cccc(-n2cc3c(c2-c2ccccc2)c(=O)n(C)c(=O)n3C)c1 | 12µM* | 23µM* | 10%
COc1ccc(N=C2SC(C(N)=O)CC(=O)N2Cc2ccc3c(c2)OCO3)cc1 (stereo not given) | -15% | u | -3%
O=C(c1ccco1)N1CCN(CC(=O)N2c3ccccc3CCc3ccccc32)CC1 | 1% | -13% | -5%
N#C/C(=C/c1ccc(O)c([N+](=O)[O-])c1)C(=O)Nc1ccccc1 | 6.5µM* | 4.1µM* | 0%

Continuation.
SMILES | TDP1 cell noCPT | DT40 TDP1 CPT | TDP1 inh
COc1ccccc1CNC(=O)CCC1N=C2c3ccccc3N=C(SCC(=O)NCCc3ccccc3)N2C1=O (stereo not given) | -28% | -25% | 2%
O=C(COc1ccccc1C(=O)Nc1ccccc1)NCCCCc1ccccc1 | 18µM* | u | x
C=CCNCCCOc1ccc(Cl)cc1Br | u | u | -4%
N#CC1(NC(=O)COC(=O)C2=COCCO2)CCCCC1 | 12% | -1% | -1%[56.1 µM]
Cc1nc2cc(-c3cccc(F)c3)nn2c(C)c1CCC(=O)NCCc1ccccc1 | u | 26µM* | 3%
Cc1ccc2ccccc2c1CSc1nc(N)nc2c1ncn2CC(C)C | u | u | x
CC1(C(=O)NS(=O)(=O)Cc2ccccc2C(F)(F)F)CCN1C(=O)Cc1ccccc1 (stereo not given) | -9% | -14% | x
O=C(O)Cn1c(SCc2cccc3ccccc23)nc2ccccc21 | -23% | -3% | 2%
COCCN(Cc1cc2cc3c(cc2nc1Cl)OCO3)C(=O)c1ccc(C)cc1 | 13µM* | u | -3%
CN(C)c1nc(N)c2ncc(=S)[nH]c2n1 | -18% | 0% | 5%
CC1(C)SC2C(NC(=O)Cc3ccccc3)C(=O)N2C1C(=O)O (stereo not given) | 4% | -21% | -10%[56.1 µM]
CCOC(=O)Nc1ccc2c(c1)N(C(=O)CCN(CC)CC)c1ccccc1S2=O (stereo not given) | 3.7µM* | 2.6µM* | x

Structural class: the compounds so far with a Cl atom.
SMILES | TDP1 cell noCPT | DT40 TDP1 CPT | TDP1 inh
O=C(NCCSc1ccccn1)c1ccc(Cl)cc1 | -5% | 1% | 0%
COc1ccc2sc(NC(=O)NC(=O)c3c(Cl)cccc3Cl)nc2c1 | u | -22% | 5%
O=C(NCc1ccco1)c1sc2ccccc2c1Cl | u | u | 3%
CNC(=O)Cn1nc(-c2ccc(Cl)cc2)c2ccccc2c1=O | 18%&8% | 22%&-3% | x
Cc1ccc(NC(=O)C(OC(=O)c2ccc(C=O)cc2)c2ccccc2)cc1Cl (stereo not given) | u | u | -3%
Cc1cc(C(=O)NNC(=O)c2ccc(Cl)c(S(N)(=O)=O)c2)c(C)o1 | 6% | -6% | 0%
CCCc1nn(-c2cc(Cl)ccc2OC)c2c1C(=O)CCC2 | u | u | 4%
Cc1oc(-c2cccc(Cl)c2)nc1CN1CCC(C(=O)NCc2ccc(F)cc2)CC1 | 15µM* | u | 0%
COc1ccc(NC(=O)C2CCCN(S(=O)(=O)c3cn(C)cn3)C2)cc1Cl (stereo not given) | -25% | -28% | 1%
CC(C)(C)NC(=O)NC(=O)COC(=O)C1(C)CC1(Cl)Cl (stereo not given) | -6% | -4% | 0%
Cc1ccc(NNC(=O)c2cccs2)cc1Cl | u | -24% | 6%
C=CCNCCCOc1ccc(Cl)cc1Br | u | u | -4%
COCCN(Cc1cc2cc3c(cc2nc1Cl)OCO3)C(=O)c1ccc(C)cc1 | 13µM* | u | -3%

High-throughput results deposited in PubChem by National Center for Advancing Translational Sciences (NCATS).
